B2AR arrestin – recruits beta-arrestin to the human beta2-adrenergic receptor. beta-arrestin recruitment to beta2AR, cell-based reporter. P07550. AID 492947. 330,000 compounds, 0.02% hits. Potency, µM (series often up to 46.1 µM), inactives show at the top dose activation, most hits filed as activators;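 note: potency is the fitted concentration of half-maximal effect; 0% = DMSO controls and full agonism = EC100 isoproterenol or metaproterenol; nearly all actives have a fitted effect of over 65% in size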
TRPV1 agonist – agonists of human vanilloid receptor 1 (TRPV1). Q8NER1. AID 540275. TRPV1-expressing cells, Fluo-8 calcium influx, agonist mode. 320,000 compounds, 0.19% hits. activation, % at 8.33 µM; in the data active = activation above about 80%; inconclusive = between about 30% and that limit; note: 0% is about no effect
Target sequence (Q8NER1 whole entry, looked up): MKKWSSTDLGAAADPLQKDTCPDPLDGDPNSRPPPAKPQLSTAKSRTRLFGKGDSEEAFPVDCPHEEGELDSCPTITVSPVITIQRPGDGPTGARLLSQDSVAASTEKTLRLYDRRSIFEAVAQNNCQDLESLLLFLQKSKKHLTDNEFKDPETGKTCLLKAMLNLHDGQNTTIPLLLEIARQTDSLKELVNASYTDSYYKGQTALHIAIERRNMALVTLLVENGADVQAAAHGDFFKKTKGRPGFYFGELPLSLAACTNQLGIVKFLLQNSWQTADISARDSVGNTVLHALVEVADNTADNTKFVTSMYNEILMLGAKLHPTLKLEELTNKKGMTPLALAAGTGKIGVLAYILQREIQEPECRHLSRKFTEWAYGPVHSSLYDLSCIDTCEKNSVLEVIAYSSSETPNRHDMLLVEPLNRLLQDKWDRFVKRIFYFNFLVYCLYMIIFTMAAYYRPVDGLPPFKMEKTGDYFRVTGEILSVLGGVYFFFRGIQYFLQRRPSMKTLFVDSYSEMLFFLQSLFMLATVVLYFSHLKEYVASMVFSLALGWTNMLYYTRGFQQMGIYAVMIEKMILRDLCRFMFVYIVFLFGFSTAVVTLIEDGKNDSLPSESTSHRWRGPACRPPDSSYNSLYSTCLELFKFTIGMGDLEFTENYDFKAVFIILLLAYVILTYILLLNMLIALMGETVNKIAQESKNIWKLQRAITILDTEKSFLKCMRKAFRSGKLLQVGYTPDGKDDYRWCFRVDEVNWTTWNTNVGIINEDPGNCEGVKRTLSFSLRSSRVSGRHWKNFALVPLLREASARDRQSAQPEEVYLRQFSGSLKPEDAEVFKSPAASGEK
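Cells expressing TRPV1 were dye-loaded with Fluo-8 and read kinetically: 10 s baseline, 3 min after compound (agonist portion), then 2 min after EC20 capsaicin (allosteric enhancer portion). Calcium-bound dye fluorescence at 480/520 nm.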
KCNH2 WT inh – inhibitors of human wildtype KCNH2 potassium channel. Q12809. U2OS, BacMam KCNH2, thallium flux FluxOr; hits give low values. activity change, % at 1.84 µM. 340,000 compounds, 0.37% hits. AID 720551;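 active = maximum activity change below -70%; inconclusive = maximum activity change between -70% and -50%; inactive = maximum activity change above -50%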; note: % is set by controls: 0 for no effect and ±100 for the full control effect
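U2OS cells were transduced with wild-type KCNH2 virus (2.03 x 10^8 / mL) for 4 h at room temperature, then cultured overnight at 37 C. Thallium flux was read with FluxOr dye. Rate constants were normalized to DMSO controls.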
FBPA coupling cs – coupling enzyme interference in Giardia aldolase counter-screen; coupling enzyme system counterscreen, AmpLite Red fluorescence; activity change, negative = inhibition, % at 58.2 µM, hits read low; 290,000 compounds, 0.67% hits; in the data active = activity change below about -30%; note: % is set by controls: 0 for no effect and ±100 for the full control effect
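First, compound is pin-transferred into glyceraldehyde-3-phosphate coupling-enzyme reagent at 57.5 uM final and held 10 min at RT. Next, substrate, coupling system and AmpLite Red are added. After 20 min RT, fluorescence (525/598 nm) is read.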
GALK inhibitor – inhibitors of human galactokinase; P51570; Purified GALK, Kinase-Glo residual ATP luminescence; AID 1868; 270,000 compounds, 0.007% hits; Potency, µM (highest dose often 57.5 µM), inactives show at the highest dose activity change, negative = inhibition, most hits filed as inhibitors; note: potency is the fitted concentration of half-maximal effect; % is set by controls: 0 for no effect and ±100 for the full control effect
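GALK at 5 nM final was combined with compound, 35 uM ATP and 100 uM galactose in HEPES pH8.0 with MgCl2 and DTT. The reaction ran one hour at room temperature before luminescent ATP detection.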
PKM2 activator – increases activity of human pyruvate kinase M2. purified PKM2, Kinase-Glo ATP luminescence, activation; response scale: 0% is enzyme alone, no compound. Potency, µM (series often up to 57.5 µM), for the others: at the top dose activation, usual class: activators. 260,000 compounds, 0.34% hits. AID 1631; note: potency is the fitted concentration of half-maximal effect; % is set by controls: 0 for no effect and ±100 for the full control effect; nearly all actives have a fitted effect of over 55% in size
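hPK-M2, >95% pure; 0.1 mM ADP / 0.5 mM PEP final; imidazole pH7.2 buffer w/ 7 mM MgCl2, 50 mM KCl; 1 h RT; Kinase-Glo lum. Intermediate enzyme activity for dual inhibitor/activator qHTS.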
MLL CXXC-DNA inh – inhibitors of human MLL CXXC domain-DNA interaction | Q03164 | MLL-CXXC / FITC-HOXA9 DNA fluorescence polarization | Potency, µM (doses to about 115 µM), inactives show at the top dose activity change, negative = inhibition, hits mostly inhibitors | 290,000 compounds, 0.037% hits; active = well fitted inhibition curve with a large enough effect in the polarisation, with a control signal flat, not every such curve was filed as active; inconclusive = small, poorly fitted or top-dose-only effect, or effect the other way, or a change in a side signal; inactive = no such curve, though single readings can be large or run the other way; the % refers to the polarisation; note: potency is the fitted concentration of half-maximal effect
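Steps: dispense CXXC domain solution (7 uM) → pin compounds or unlabeled HOX-A9 DNA control → 5 min ambient → add FLSN-HOX-A9 solution (50 nM) → spin → 30 min ambient → fluorescence polarization. Tris pH 7.5/NaCl/DTT/BSA buffer.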
Giardia killer – Giardia lamblia killing | activity change, % at 7.66 µM, hits read low | 340,000 compounds, 0.15% hits | Giardia lamblia trophozoite viability | AID 540267; in the data active = activity change below about -80%; inconclusive = between about -30% and that limit;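 note: parasites exposed to compound for two days anaerobically before the ATP read; % is set by controls: 0 for no effect and ±100 for the full control effect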
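Each well holds 100 Giardia trophozoites and compound. After two days (48 hrs) at 37 deg C in anaerobic conditions, ATP is quantified by luminescence.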
KCNH2 3.1 block – inhibitors of human KCNH2 3.1 potassium channel isoform; U2OS KCNH2 3.1, thallium flux FluxOr; hits give low values; activity change, % (tested at about 1.8 µM); 340,000 compounds, 0.95% hits;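 active = maximum activity change below -70%; inconclusive = maximum activity change from -70% to -50%; inactive = maximum activity change above -50%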;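 note: thallium influx rate constant from kinetic fluorescence after stimulation buffer; % is set by controls: 0 for no effect and ±100 for the full control effect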
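Measured as rate of thallium-driven FluxOr signal in transduced U2OS cells carrying the 3.1 channel, read kinetically for 2 min upon stimulation; values are rate constants scaled to DMSO control wells.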
Menin MLL FP TR – inhibitors of human menin-MLL interaction, mutant MLL peptide; O00255; 270,000 compounds, 0.23% hits; Menin + Texas Red MLL mutant peptide, fluorescence polarization; Potency, µM (top dose mostly 61.6 µM), without a hit: top-dose FP activity change, negative = inhibition, usual class: inhibitors; AID 1768; active = well fitted inhibition curve with a large enough effect in the polarisation, with a control signal flat, not every such curve was filed as active; inconclusive = small, poorly fitted or top-dose-only effect, or effect the other way, or a change in a side signal; inactive = no such curve, though single readings can be large or run the other way; the % refers to the polarisation; note: potency is the fitted concentration of half-maximal effect; % of control where 0% means no effect; many of its hits are not listed in these tables
USP2a inh – USP2a (human) protease inhibition | O75604 | USP2 core, Ub-CHOP2 coupled fluorogenic reporter, 485/531 | Potency, µM (series often up to 38.3 µM), without a hit: at the highest dose activity change, negative = inhibition, actives largely listed as inhibitors | 330,000 compounds, 0.01% hits | AID 463254;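 note: potency is the fitted concentration of half-maximal effect; plate controls were DMSO wells for no effect and full inhibition by NEM control for full effect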
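Deubiquitinase activity read as fluorescence (485/531 nm) after Ub-CHOP2 cleavage activates the enterokinase reporter on its substrate; USP2 core 10nM, Ub-CHOP2 and substrate 25nM each, 30min compound preincubation then 60min RT; data normalized to NEM, curves fitted.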
The depositor's hits bear a star; i = inactive; ? = inconclusive; nt = no result given. Unless noted, calls come from the whole dose curve; as a rule, active = well fitted curve in the direction sought with a large enough effect; inconclusive = small, poorly fitted or top-dose-only effect, or another doubt; inactive = no such curve, though single readings can be large; an effect the other way counts as inactive or inconclusive.

SMILES	B2AR arrestin	TRPV1 agonist	KCNH2 WT inh	FBPA coupling cs	GALK inhibitor	PKM2 activator	MLL CXXC-DNA inh	Giardia killer	KCNH2 3.1 block	Menin MLL FP TR	USP2a inh
O=C(Nc1ccc(Cl)cc1)C1=Cc2cc(Cl)ccc2OC1	0.1%	?	-16	-6	-5%	-6%	19%	6	-7	?	-5%
O=C(Nc1ccc(Br)cc1C(=O)O)c1ccc2c(c1)C(=O)N(Cc1ccccc1)C2=O	0.0%	2	0	nt	-8%	8%	-2%	-6	-1	nt	1%
CC(C)N(C(=O)Cn1c(SCC(=O)N2CCN(c3ccccc3)CC2)nc2ccccc21)C(C)C	-0.8%	-2	6	3	0%	2%	1%	19	-8	6%	-8%
COc1ccc(-c2cc3c(nn2)-c2ccccc2C3=O)cc1	0.0%	6	-4	-10	14%	-69%	5%	?	-4	1%	1%
CCOC(=O)c1ccc(NC(=O)C2COc3ccccc3O2)cc1 (stereo not given)	0.6%	5	1	-2	-2%	-1%	-10%	-3	-4	21%	-1%
CC(OC(=O)CN1C(=O)NC2(CCCC2)C1=O)C(=O)Nc1cccc(Cl)c1 (stereo not given)	-0.5%	-1	-5	nt	-2%	6%	10%	8	nt	nt	-1%
Cc1ccc(S(=O)(=O)N2CC=C(c3c(C)n(C)c4ccccc34)CC2)cc1	-1.3%	-5	3	-3	2%	-21%	8%	1	-14	?	0%
COc1ccc(NC2CCCN(C(=O)CN3C(=O)c4ccccc4C3=O)C2)cc1OC (stereo not given)	2.2%	4	0	nt	-5%	nt	0%	-2	14	nt	1%
O=C(Cc1ccccc1[N+](=O)[O-])NCCCc1ccccc1	0.3%	?	32	-2	-3%	3%	-1%	12	-1	-14%	5%
O=c1cnnc(Nc2ccccc2)[nH]1	0.0%	0	-4	2	4%	0%	-1%	4	-8	?	0%
Cc1c(F)cccc1NS(=O)(=O)c1ccc2c(c1)n(C)c(=O)c(=O)n2C	0.0%	-1	12	0	-2%	0.71µM*	-2%	6	20	17%	2%
CNCC(O)Cn1c(C(F)(F)F)nc2ccccc21 (stereo not given)	-1.3%	-3	0	2	-2%	1%	-5%	-17	13	-1%	2%
COc1cccc(NC(=O)COC(=O)c2c(C)noc2C)c1	0.0%	-1	10	nt	nt	nt	nt	-8	-4	nt	3%
Clc1ccc(C2=NCCn3nc4ccccc4c32)cc1	0.3%	4	-3	nt	nt	nt	nt	4	3	nt	-1%
CN(Cc1ccccc1)Cc1nc2c([nH]1)c(=O)[nH]c(=O)n2C	-0.7%	7	1	0	-2%	-5%	0%	-8	-3	15%	6%
Cc1ccc(C(=O)Cn2ncsc2=N)cc1	0.0%	5	-12	2	-2%	-2%	2%	-1	-22	-1%	5%
COc1cc2c(cc1OC)-c1cc(NC3CC3)nc(=O)n1CC2	-0.1%	2	-5	2	-1%	-1%	-3%	-2	-1	3%	3%
C/C(=N\NC(=O)c1ccc(N/N=C(\C)c2ccncc2)cc1)c1ccncc1	0.4%	3	i	-2	10%	1%	-1%	10	14	23%	1%
N#C/C(=C(/O)COC(=O)CCc1ccc(S(=O)(=O)N2CCOCC2)cc1)c1nc2ccccc2[nH]1	0.1%	1	-8	5	-4%	-3%	12%	-8	1	?	0%
Cc1cccc(NC(=O)C2CC(=O)OC23CCCC3)c1 (stereo not given)	-1.0%	-1	-13	-2	-5%	0%	-5%	-14	8	19%	0%
CCN(CC)CCCNC(=O)CNC(=S)N(CCCN1CCOCC1)Cc1cccs1	-1.1%	-3	0	-2	-1%	-2%	-8%	9	6	-1%	2%
CC(=O)N(C1CC(C)C(C#N)(C#N)C1(C#N)C#N)N(C)C (stereo not given)	-0.2%	5	2	-2	-1%	?	-6%	1	-11	-3%	2%
CCc1nc(Nc2ccccc2)c2oc3ccccc3c2n1	-0.1%	84*	-11	-8	-5%	-11%	2%	-16	-31	18%	4%
COc1cccc(NC(=O)c2ccc(Cn3cc([N+](=O)[O-])cn3)o2)c1	-0.1%	15	7	-1	-4%	8%	13%	-17	5	22%	0%
O=[N+]([O-])c1ccc(N2CCN(c3ccc(F)cc3)CC2)nc1	0.4%	-3	7	1	nt	nt	4%	?	3	-17%	0%
O=C(NCc1ccco1)C(=O)NCC1OCCCN1S(=O)(=O)c1ccccc1 (stereo not given)	-0.6%	5	-3	1	3%	-8%	3%	1	11	-1%	0%
Fc1ccc(-c2nc3ccccn3c2NCc2ccc3c(c2)OCO3)cc1	0.3%	?	-9	-3	8%	-1%	5%	-16	-46	-14%	-7%
C/C(Cl)=C\Cn1c(O)c(N=O)c2ccccc21	-1.0%	0	3	8	-3%	1%	29%	14	8	-25%	3%
CCc1ccc(CN(C)C(=O)C2CCC(=O)N(Cc3ccccn3)C2)cc1 (stereo not given)	-0.4%	2	-9	nt	2%	nt	1%	-1	20	nt	4%
CCOC(=O)Nc1ccc2c(COC(=O)c3ccccc3O)cc(=O)oc2c1	-0.1%	5	-4	0	-3%	4%	10%	8	-6	28%	-1%
CN(C)S(=O)(=O)c1ccc2nc(NC(=O)c3cccs3)sc2c1	0.2%	?	0	7	-4%	-12%	-24%	-9	5	?	-10%
O=C(/C=C/c1cccs1)NNC(=O)c1ccccc1	-1.1%	5	-3	nt	nt	nt	nt	-7	-5	nt	0%
COc1ccc2nc(NC(=O)c3cccc(S(=O)(=O)N4CCOCC4)c3)sc2c1	0.5%	1	6	1	-2%	3%	5%	-13	-1	?	7%
CSc1ccc(OC2CCCCC2NS(=O)(=O)c2ccccc2)cc1 (stereo not given)	-0.5%	3	-7	4	-1%	-7%	-1%	-2	0	25%	0%
Cc1c(O)nc2sc3ccccc3n2c1=O	1.0%	0	nt	-5	5%	-7%	0%	nt	nt	nt	-3%
Cc1nnc(NC(=O)c2ccc(Br)o2)s1	0.4%	-1	2	1	nt	nt	6%	-5	-3	14%	1%
O=C1/C(=C/c2ccco2)SC(=S)N1C1CCS(=O)(=O)C1 (stereo not given)	-0.3%	-3	4	-45*	5%	nt	8%	?	6	-5%	0%
Cc1c(C(=O)NCc2ccccn2)oc2c(Cl)cccc12	0.3%	8	2	nt	nt	nt	nt	0	-6	nt	1%
CN1C(=O)C(=O)/C(=C(/O)c2ccc(Br)cc2)C1c1ccc(Cl)cc1 (stereo not given)	-1.4%	-5	-8	9	-7%	-1%	-3%	-13	-19	18%	0%
CCn1c(CNC(=O)Cc2ccc(OC)cc2)n[nH]c1=S	3.4%	-2	-9	-4	5%	-5%	13%	-8	9	2%	1%
COc1ccc(-n2ncc3c(NCc4cccnc4)ncnc32)cc1	-0.4%	1	9	-1	4%	nt	-6%	9	-4	10%	-3%
CC(=O)N1CN(Cc2ccccn2)Cc2c1sc1c2CCCC1	-0.5%	1	-2	-7	-2%	0%	-6%	8	1	1%	1%
Cc1ccc(NC(=O)CCC(=O)c2cccs2)cc1F	0.1%	-10	5	-2	4%	-6%	5%	24	-14	?	-2%
CCN(CC)C(CNC(=O)CSc1nnnn1-c1c(C)cccc1C)c1ccco1 (stereo not given)	0.0%	3	13	nt	nt	nt	nt	4	13	nt	3%
CCc1ccc(OCC(=O)c2c(O)c3ccccc3oc2=O)cc1	0.2%	-2	-16	4	0%	2%	6%	-5	-15	-1%	0%
O=C1CN(C(=O)COC(=O)c2c(F)cccc2Cl)c2ccccc2N1	-0.6%	nt	-8	nt	nt	nt	nt	-14	2	nt	3%
O=[N+]([O-])c1ccccc1OCc1nc(-c2cccs2)no1	0.1%	7	-6	1	7%	nt	14%	2	0	?	-4%
Cc1ccc(S(=O)(=O)N(CCC#N)C2CCCCC2)c2nsnc12	-0.7%	4	-2	-2	nt	-14%	4%	17	0	-7%	2%
CNC(=S)N1CCN(C(=O)c2ccco2)CC1	-0.7%	-1	-7	-2	0%	-10%	-3%	3	0	7%	3%
COc1ccc(CNC(=O)CN(C(=O)c2csnn2)c2cnc3ccccc3c2)cc1	-0.4%	2	3	7	4%	nt	2%	-17	-21	nt	1%
CS(=O)(=O)c1ccccc1-c1nnc(NC(=O)c2ccco2)o1	1.7%	1	12	nt	nt	nt	nt	5	13	nt	-2%
CN=C1c2c(-c3ccccc3)c3cc(OC)ccc3n2CCN1C	-0.3%	-1	26	-8	3%	-3%	5%	12	nt	-13%	-1%
COc1cccc(NC(=O)CSc2nc(=O)n(CCN(C)C)c3c2CCCC3)c1	0.1%	-1	33	nt	nt	nt	nt	4	-1	nt	-1%
Cc1cc(NC(=O)CSc2nnc(C3COc4ccccc4O3)n2N)no1 (stereo not given)	-0.3%	4	-11	-12	1%	5%	5%	-10	23	nt	3%

Screens as filed in PubChem BioAssay.

Some of the compounds tested, so the mix of outcomes need not match the whole.
